# ATXN2 expr inh = Primary qHTS for Inhibitors of ATXN expression; Potency, µM (titrated, usually from 57 µM), inactives show at the top dose activity change, negative = inhibition, hits mostly inhibitors; 360,000 tested, 0.72% active; AID 1745845, 2022; HEK-293 ATXN2-luciferase reporter, luminescence, 24 h; also: potency is read from the fitted curve at half-maximal effect; % is scaled to controls: 0 for no effect and ±100 for the full control effect; nearly all actives have a fitted effect of over 55% in size
#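 ATXN2-luciferase reporter cells (luciferase flanked by upstream and downstream ATXN2 gene portions) were treated 24 h at 37 °C with compounds at up to 57 uM. SteadyGlo luminescence gave expression; GF-AFC fluorescence gave viability.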
# HT1080-NT tox = qHTS for induction of synthetic lethality in tumor cells producing 2HG: qHTS for the HT-1080-NT fibrosarcoma cell line; 360,000 tested, 1.6% active; Potency, µM (titrated, usually from 46.1 µM), for inactives: at the highest dose activity, negative = less viability, hits mostly cytotoxic; HT-1080-NT fibrosarcoma viability, CellTiter-Glo ATP luminescence, 48 h;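 also: NT is the 2HG producing partner of a matched IDH1 knockdown line; potency is read from the fitted curve at half-maximal effect; 0% = DMSO-treated cells and -100% = media-only wells without cells; nearly all actives have a fitted effect of over 55% in size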
#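 Luminescent CellTiter-Glo readout after 48 hours of compound exposure at 37 degrees C defined viability of HT-1080-NT cells. Activity was normalized to DMSO wells and cell-free media wells; concentration-response curves were fitted and assigned curve classes.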
# MCF10A rerep = A quantitative high throughput screen for small molecules that induce DNA re-replication in MCF 10a normal breast cells. MCF 10A DNA re-replication, Hoechst nuclear intensity, 48 h. Potency, µM (series often up to 46.1 µM), inactives show top-dose activity, positive = re-replication, hits mostly activators. 350,000 tested, 2.9% active. AID 624296, 2012; also: potency is read from the fitted curve at half-maximal effect; % of control where 0% means no effect; nearly all actives have a fitted effect of over 50% in size
# SW480 rereplic = A quantitative high throughput screen for small molecules that induce DNA re-replication in SW480 colon adenocarcinoma cells; AID 624297, 2012; 340,000 tested, 1.8% active; SW480 DNA re-replication, Hoechst DNA content imaging, 48 h; Potency, µM (doses to about 46.1 µM), for the others: at the highest dose re-replication activation, usual class: activators; also: potency is read from the fitted curve at half-maximal effect; % of control where 0% means no effect; nearly all actives have a fitted effect of over 55% in size
#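 First, 250 cells per well were seeded. Next, compound or vehicle (23 nL) was pinned in, plates sat 48 hr at 37 C. Finally Hoechst was added for 40 min before fluorescence scanning.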
# KB-3-1 cytotox = qHTS assay for MDR1-selective chemotherapeutics: Primary screen using the parental adenocarcinoma cell KB-3-1. KB-3-1 viability, CellTiter-Glo ATP luminescence, 72 h. Potency, µM (titrated, usually from 46.1 µM), without a hit: at the top dose activity change, negative = cytotoxic, usual class: cytotoxic. 400,000 tested, 1.4% active. AID 1347075, 2019; also: potency is read from the fitted curve at half-maximal effect; % is scaled to controls: 0 for no effect and ±100 for the full control effect; nearly all actives have a fitted effect of over 60% in size
#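 Here the drug-naive KB-3-1 line serves as comparator for MDR sub-line selectivity; cells received compound titrations, 72 h at 37 °C, then CellTiter-Glo readout.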
# KB-V1 cytotox = qHTS assay for MDR1-selective chemotherapeutics: Primary screen using the drug-selected MDR subline cells KB-V1 | 400,000 tested, 3.4% active | Potency, µM (top dose mostly 46.1 µM), for the others: at the top dose activity change, negative = cytotoxicity, usual class: cytotoxic | KB-V1 MDR cells viability, CellTiter-Glo, 72 h; also: potency is read from the fitted curve at half-maximal effect; % is scaled to controls: 0 for no effect and ±100 for the full control effect; nearly all actives have a fitted effect of over 60% in size
#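 Cytotoxicity toward P-gp-expressing KB-V1 cells was determined as loss of CellTiter-Glo luminescence after 72 h at 37 degrees C. Compounds were tested in quantitative HTS format across a concentration range, with curves fitted to normalized data.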
# ATXN viability = Viability Counterscreen for Primary qHTS for Inhibitors of ATXN expression; S2 cells (HEK-293 line with an ATXN2-luciferase reporter) viability, CellTiter-Fluor protease fluorescence, 24 h; Potency, µM (top dose mostly 56.7 µM), usual class: cytotoxic; 400,000 tested, 0.49% active; also: potency is read from the fitted curve at half-maximal effect; nearly all actives have a fitted effect of over 40% in size
# HT1080 IDH1KD tx = qHTS for induction of synthetic lethality in tumor cells producing 2HG: qHTS for the HT-1080-IDH1KD cell line; HT-1080 IDH1 knockdown viability, ATP luminescence, 48 h; Potency, µM (series often up to 46.1 µM), without a hit: top-dose activity, negative = toxicity, usual class: cytotoxic; 360,000 tested, 2% active; AID 686971, 2013;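 also: potency is read from the fitted curve at half-maximal effect; 0% = DMSO wells and -100% = cell-free medium wells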
#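 Cytotoxicity counter-line: IDH1KD HT-1080, 48 h, CellTiter-Glo. Curves classed by r2, magnitude and activity.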
# IL1B secr inh = qHTS for Inhibitors of Inflammasome Signaling: IL-1-beta AlphaLISA Primary Screen. THP-1 LPS/ATP IL-1B secretion, AlphaLISA, 16 h; active compounds read low. activity change, % at 57.5 µM. 360,000 tested, 4.7% active; in the data active = activity change below about -50%; inconclusive = mostly about -30% to -49%; also: % is scaled to controls: 0 for no effect and ±100 for the full control effect
#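 Secreted IL-1B measured by AlphaLISA bead assay after 16 h compound exposure of THP-1 cells; compounds (final up to 57.5 uM) added 1 h before LPS (250 ng/mL) and ATP (1.25 mM) stimulation; lower signal means less secretion.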
# Active calls of the source: *; i = inactive; ? = inconclusive; nt = no result given; ! = repeats disagree; [ ] = remark or other dose. Unless noted, calls follow the shape of the dose curve; as a rule, active = well fitted curve in the direction sought with a large enough effect; inconclusive = small, poorly fitted or top-dose-only effect, or another doubt; inactive = no such curve, though single readings can be large; an effect the other way counts as inactive or inconclusive.
SMILES,ATXN2 expr inh,HT1080-NT tox,MCF10A rerep,SW480 rereplic,KB-3-1 cytotox,KB-V1 cytotox,ATXN viability,HT1080 IDH1KD tx,IL1B secr inh
CC(Sc1n[nH]c(=O)[nH]c1=O)C(=O)OCc1ccccc1 (stereo unspecified),-5.2%,7.5%,-1.8%,-3.5%,0.3%,8.7%,i,1.3%,20.6
CCc1nc(SCC(=O)Nc2ccc(N(C)C)cc2)c2ccccc2n1,nt,-2.0%,?,23.1%,-21.3%,-5.6%,i,-12.4%,?
CN1C(C(=O)c2ccccc2)=C(NC(=O)c2ccc(F)cc2)c2ccccc2S1(=O)=O,-6.7%,nt,nt,nt,0.6%,-12.2%,i,nt,nt
CCC(C)(C)NC(=O)C1CCN(S(=O)(=O)c2cccs2)CC1,3.8%,14.9%,-4.8%,-36.5%[inhibitor],6.9%,9.4%,i,9.1%,4.1
CCO[C@H]1OC(C(=O)N2CCCCCCC2)=C[C@@H](C2CCCCC2)[C@@H]1CCCO,-8.0%,-1.4%,46.8%,-65.4%[inhibitor][9.22 µM],0.8%,-4.9%,?,3.0%,-23.2
CSCC(=O)Nc1ccc(F)c(Cl)c1,12.1%,-5.1%,0.2%,2.3%,29.2%,56.5%,i,0.2%,-6.1
Cc1ccnc(NC(=O)c2ccc(S(=O)(=O)N3CCCC3)cc2)c1,6.7%,11.0%,13.8%,0.6%,10.0%,?,i,9.0%,2.1
C=CCn1cc(C(=O)N2CCN(CC)CC2)c(=O)c2cc(S(=O)(=O)N(CC)CC)ccc21,12.8%,-4.0%,-4.5%,0.7%,-11.7%,-1.0%,i,-2.5%,7.1
CCOc1ccc(N(C(=O)c2ccc(C)cc2)S(=O)(=O)c2ccc3c(c2)n(C)c(=O)n3C)cc1,0.3%,nt,nt,nt,3.2%,-14.7%,i,nt,nt
CCN(C[C@H]1N[C@@](C)(C(=O)OC)[C@H]2C(=O)N(Cc3ccccc3)C(=O)[C@@H]12)C(=O)NC(C)C,3.7%,7.5%,20.7%,-1.4%,0.0%,-10.6%,i,0.0%,-0.4
OCC[C@H]1C[C@H](O)[C@@H](O)[C@]2(CCc3ccccc3O2)O1,0.8%,12.7%,-30.2%,-40.3%[inhibitor],0.0%,-12.9%,i,3.8%,-1.5
Cc1csc2ncc(C(=O)NCc3ccccc3Cl)c(=O)n12,5.6%,-0.3%,2.7%,-5.0%,-5.8%,2.8%,i,-4.1%,15.6
O=C1C2(CCCC13COC(c1ccc(O)cc1)OC3)COC(c1ccc(O)cc1)OC2 (stereo unspecified),-7.1%,-1.6%,-1.1%,?,-9.9%,0.0%,i,8.6%,-1.7
O=C(Nc1ccc2c(c1)OCCO2)c1ccccc1Cl,nt,-1.1%,nt,nt,0.5%,0.2%,i,3.3%,-5.5
COc1ccc(CNC(=S)Nc2cccc(Cl)c2)cc1,nt,-6.8%,-2.6%,-0.8%,-9.1%,-8.6%,i,-1.3%,-20.0
OCCN1CCN(c2nccn3ccnc23)CC1,13.2%,11.1%,nt,nt,0.0%,9.5%,i,0.0%,7.9
O=C(Nc1cc(Cl)ccc1F)c1ccc(-n2cncn2)c([N+](=O)[O-])c1,-22.5%,6.7%,-1.7%,65.3%,-0.2%,4.2%,i,9.8%,?
CCOC(=O)N1CCC(NC(=O)CC2C(=O)NCCN2Cc2ccccc2F)CC1 (stereo unspecified),2.8%,10.6%,2.6%,-19.6%,8.5%,16.6%,i,17.0%,-0.8
Cc1ccc(NC(=O)c2cc(S(=O)(=O)N3CCCCC3)ccc2N2CCOCC2)c(C)c1,nt,-1.5%,nt,nt,0.9%,-4.1%,?,5.8%,-19.3
O=C(c1ccc(CS(=O)(=O)c2ccc(Br)cc2)o1)N1CCCCCC1,-20.4%,14.1%,9.9%,-10.3%,3.2%,-16.0%,i,9.1%,-10.0

# The closing 6 entries of the section before are carried over, then new ones follow.
SMILES,ATXN2 expr inh,HT1080-NT tox,MCF10A rerep,SW480 rereplic,KB-3-1 cytotox,KB-V1 cytotox,ATXN viability,HT1080 IDH1KD tx,IL1B secr inh
COc1ccc(CNC(=S)Nc2cccc(Cl)c2)cc1,nt,-6.8%,-2.6%,-0.8%,-9.1%,-8.6%,i,-1.3%,-20.0
OCCN1CCN(c2nccn3ccnc23)CC1,13.2%,11.1%,nt,nt,0.0%,9.5%,i,0.0%,7.9
O=C(Nc1cc(Cl)ccc1F)c1ccc(-n2cncn2)c([N+](=O)[O-])c1,-22.5%,6.7%,-1.7%,65.3%,-0.2%,4.2%,i,9.8%,?
CCOC(=O)N1CCC(NC(=O)CC2C(=O)NCCN2Cc2ccccc2F)CC1 (stereo unspecified),2.8%,10.6%,2.6%,-19.6%,8.5%,16.6%,i,17.0%,-0.8
Cc1ccc(NC(=O)c2cc(S(=O)(=O)N3CCCCC3)ccc2N2CCOCC2)c(C)c1,nt,-1.5%,nt,nt,0.9%,-4.1%,?,5.8%,-19.3
O=C(c1ccc(CS(=O)(=O)c2ccc(Br)cc2)o1)N1CCCCCC1,-20.4%,14.1%,9.9%,-10.3%,3.2%,-16.0%,i,9.1%,-10.0
O=C(CSCSCC(=O)Nc1ccc2c(c1)OCO2)Nc1ccc2c(c1)OCO2,-11.1%,?,-2.5%,13.6%,-0.4%,-13.7%,i,?,-7.2
CCOC(=O)C1=CC[C@@H](c2ccc(F)cc2)N(S(=O)(=O)c2ccc(C)cc2)[C@H]1c1ccccc1,-14.3%,9.7%,nt,nt,-5.1%,?,i,4.6%,18.4
CCOC(=O)N1CCN(C(=O)C(NC(=O)c2ccc(C(C)(C)C)cc2)C(C)C)CC1 (stereo unspecified),-28.3%,-2.8%,29.4%,?,-13.4%,-15.7%,i,-8.3%,0.0
COc1ccccc1CNS(=O)(=O)c1cc(-c2cc(C)no2)ccc1C(C)C,-29.5%,-25.4%,11.5%,-2.3%,?,?,i,-25.3%,-19.8
O=C(NC(c1ccc(Cl)cc1)c1cc(Cl)c2cccnc2c1O)c1cccnc1 (stereo unspecified),?,?,14.6µM*,2.59µM*,?,?,i,3.26µM*,?
Cc1ccnc(NS(=O)(=O)c2ccc(NS(=O)(=O)Cc3ccccc3)cc2)n1,-24.8%,-3.7%,0.8%,-2.3%,-0.4%,14.5%,i,0.3%,3.3
Cc1ccc(C)c(Cn2c(=O)n(-c3ccc(F)cc3)c(=O)c3sc4ccccc4c32)c1,13.0%,nt,nt,nt,3.6%,?,i,nt,nt
C/C=C\C=C\C(=O)N1CC2(CC(c3cccc(NC(=O)CC(c4ccccc4)c4ccccc4)c3)=NO2)C[C@H]1C(N)=O (stereo partly specified),-26.3%,-8.4%,?,3.6%,9.3%,?,i,-4.8%,-7.4
CC(C)OC(=O)/C(=C/c1ccco1)c1ccccc1,-10.2%,16.2%,-15.3%,?,0.9%,-1.4%,i,0.4%,nt
Cc1ccc(SCC(=O)c2cc(C)c(O)c(C)c2)cc1,nt,14.1%,?,-9.0%,-0.7%,-3.9%,i,2.9%,-0.7
CCOc1ccc(-c2cc(C(=O)N3CCN(c4ccccn4)CC3)c3ccccc3n2)cc1,24.6%,?,?,?,4.11µM*!,?,i,?,-26.7
Cn1c(=O)c2c(nc(OCc3cccnc3)n2Cc2c(F)cccc2Cl)n(C)c1=O,-15.5%,-0.6%,1.0%,-0.2%,-0.7%,?,i,7.1%,-18.9
Cn1c(-c2csc(-c3ccccc3)n2)n[nH]c1=S,0.0%,18.5%,2.2%,0.5%,?,?,i,0.5%,-21.5
CN1CCN(c2ccccc2NC(=O)Cc2cn(C)c3ccccc23)CC1,-10.0%,0.0%,-8.6%,-2.1%,-7.3%,-3.7%,i,-2.6%,-20.6
CCc1cnc(Nc2nc(C(N)Cc3ccc(F)cc3)cs2)nc1 (stereo unspecified),?,?,nt,nt,?,?,nt,23.1µM*,-62.3*
COc1ccc(CN2CC(C(=O)N3CC(C)CC(C)C3)CC2=O)cc1 (stereo unspecified),8.4%,2.8%,-3.5%,8.8%,14.7%,17.4%,i,-0.1%,14.9
CCOc1ccc(S(=O)(=O)NCCC(=O)NCC(c2ccc(OC)cc2)N2CCOCC2)cc1 (stereo unspecified),nt,1.3%,nt,nt,-3.8%,-2.9%,i,-1.5%,?
CCN(CC)NC(=S)Nc1ccccc1,-4.0%,?,-5.2%,8.7%,-3.0%,6.6%,i,?,5.9
CC1CN(S(=O)(=O)c2ccc(Cl)c(S(=O)(=O)N3CC(C)OC(C)C3)c2)CC(C)O1 (stereo unspecified),-6.8%,-0.2%,3.2%,7.5%,3.7%,?,i,-1.2%,20.6
COC(=O)C1C2CC3c4[nH]c5cc(OC)ccc5c4CCN3CC2CC(OC2CCCCO2)C1OC (stereo unspecified),nt,6.2%,nt,nt,10.8%,-12.1%,nt,1.4%,-14.0
CSC(=CC(=O)c1ccc(F)cc1)SC,32.7%,10.2%,-3.5%,-115.0%,1.1%,5.5%,i,7.4%,?
Cc1cccc(OCCSc2nc3ccccc3n2CC(=O)O)c1,nt,-7.0%,10.6%,-9.1%,1.0%,10.2%,i,-1.5%,-15.9
COc1ccc(CCNS(=O)(=O)c2ccc(N3CCCCS3(=O)=O)cc2)cc1OC,-20.8%,nt,nt,nt,-29.9%,2.7%,i,nt,nt
O=C1/C(=C\c2ccco2)CCC/C1=C\c1ccco1,76.5%[activator],8.7%,20.6µM*,?,1.5%,5.0%,i,-5.5%,-64.4*

# Compound activity deposited in PubChem BioAssay by National Center for Advancing Translational Sciences (NCATS).
